# Rat MKP-3 inhibitors: MKP-3 phosphatase inhibitors, primary screen, biochemical, rat enzyme, in vitro (AID 425); inhibition, % at 20 µM, or IC50 in µM where a hit was titrated; recombinant MKP-3 phosphatase activity, fluorescence; higher % means a stronger effect; actives 0.17% (n = 110,000); in the data active = inhibition above about 50%;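 also: plate controls were vehicle for no effect and reference inhibitor for full effect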
# Hsp70 inhibitors: Hsp70 inhibitors, probe displacement, primary screen, biochemical, fluorescence polarization (AID 583); Hsp70 fluorescence polarization probe displacement, mP; higher % means a stronger effect; Heat shock 70 kDa protein 1A (Homo sapiens); one-dose displacement, % at 20 µM; IC50 in µM for titrated hits; actives 0.06% (n = 140,000); in the data active = displacement above about 50%;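 also: plate controls were vehicle for no effect and reference ligand for full effect; a part of the inactive calls stands beside numbers as strong as those of hits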
# An asterisk follows results filed as active; x = no result given; & = joins results of further samples. The list is partial. The share of hits here may be higher or lower than overall.
Molecule | Rat MKP-3 inhibitors | Hsp70 inhibitors
CCOc1ccc(N(Cc2ccc(C(=O)N3CCCC3)cc2)S(=O)(=O)c2ccc(C)cc2)cc1 | 4.3% | -6.6%
CCOc1ccc(NC(=O)CCS(=O)(=O)c2ccc3c(c2)CCCN3C(C)=O)cc1 | 1.2% | 4.2%
Cn1c(SCc2nc3ccccc3[nH]2)nnc1-c1cccs1 | -10.0% | -1.1%
COc1ccc(CNC(=O)C2COc3ccccc3O2)c(OC)c1 (centres undefined) | 2.0% | -1.3%
N#CCC(=O)NCCCOC(=O)Nc1ccc(Cl)c(Cl)c1 | -1.3% | 6.4%
Cn1nnnc1SCc1cn2cccnc2n1 | -1.3% | 0.1%
CCNC(=O)c1ccccc1-c1nc(-c2ccccc2Cl)no1 | -12.7% | -1.9%
CC1CCCN(C(=O)CSCC(=O)N=c2sc3ccccc3n2C)C1 (centres undefined) | 5.7% | x
Cc1cc(N2C(=O)NC(=O)/C(=C\c3ccc([N+](=O)[O-])o3)C2=O)ccc1Br | 65.5%* | 17.8%
CCOC(=O)C1=C(C)N=c2s/c(=C/c3ccc(Cl)cc3)c(=O)n2C1c1ccccc1 (centres undefined) | 0.0% | -3.2%
COc1ccc(NC(=O)CC2C(=O)N(c3ccc(OC)cc3)C(=O)N2C(C)C)cc1 (centres undefined) | x | 17.1%
O=S(=O)(NCc1ccc2c(c1)OCO2)c1cccc(S(=O)(=O)N2CCOCC2)c1 | 4.6% | -2.0%
Brc1cccc(OCCn2ccnc2)c1 | x | -8.6%
COC(=O)CCN(C(=O)C1C2CC3CC(C2)CC1C3)c1ccccn1 (centres undefined) | -7.0% | 0.5%
CCCCN(CC)C(=O)Cc1c(C(=O)O)[nH]c2ccc(Cl)cc12 | 3.0% | 2.0%
O=C1CCCN1CC(CN1CCOCC1)Sc1nnnn1-c1ccccc1 (centres undefined) | -3.9% | 1.9%
O=C(NCCc1ccccn1)c1cccc(S(=O)(=O)N2CCCCCC2)c1 | x | 8.1%
CC1=C(C(=O)OC(C)C)C(c2ccc(Cl)c(Cl)c2)N2C(=O)CCSC2=N1 (centres undefined) | 4.0% | -1.6%
COc1ccc(C(=O)Nc2c(C)ccc3nsnc23)cc1Br | -2.0% | -0.4%
O=C(c1ccccc1F)N1CCC(N2CCCCCC2)CC1 | 1.5% | -1.5%
O=C(/C=C/c1ccc(F)cc1)Nc1ccccc1[N+](=O)[O-] | 1.1% | -1.3%
CN(C)c1ccc(NC(=O)c2cccc3ccccc23)cc1 | 4.3% | -4.3%
CSc1nc2cc(Cl)ccc2s1 | -6.3% | -2.9%
CCOC(=O)N1CCN(CCC(=O)Nc2cccc(Br)c2)CC1 | -9.6% | -1.7%&1.1%
Cc1nc2c3cc(Cl)ccc3n(CCN3CCCCC3)c2s1 | x | 5.2%
COc1cc(NC(=O)CN2CCN(c3ccccc3F)CC2)cc(OC)c1 | 0.7% | 3.2%
O=c1c2c3c(sc2n(CCN2CCOCC2)c(=O)n1Cc1ccco1)CCCCC3 | -9.4% | -4.7%
CCOC(=O)N1CCN(Cc2c(F)cccc2F)CC1 | x | -7.8%
CCCNC(=O)c1cc2nc(-c3ccccc3)cc(C(F)(F)F)n2n1 | x | 0.9%
CCN1CCCC1CNC(=O)C(NC(=O)C1CCC(C)CC1)C(C)C (centres undefined) | -3.4% | 5.0%
Cc1cccc(/C=C(/C#N)C(=O)Nc2cccc(Br)c2)c1 | 4.8% | -8.0%
O=C(NCCc1ccccc1)/C(=C/c1ccc(-c2cccc([N+](=O)[O-])c2)o1)NC(=O)c1ccccc1 | 8.3% | 2.4%
COc1cc(C2/C(=C(\O)c3ccccc3)C(=O)C(=O)N2c2cccc(Cl)c2)ccc1O (centres undefined) | -0.9% | -0.7%
COc1ccc(C2CC(=O)C3=C(C2)Nc2ccccc2NC3c2ccccc2[N+](=O)[O-])cc1OC (centres undefined) | 0.9% | 2.0%
O=C(C=C(Cl)Cl)c1ccc([N+](=O)[O-])cc1 | 0.3% | 3.7%
Cn1ncc(Cl)c1C(=O)Nc1cccc(Cl)c1 | x | 14.6%
O=C(CSc1nn(-c2ccc(F)cc2)c(=S)s1)N1CCN(C(=O)c2ccco2)CC1 | 1.2% | 5.8%
O=c1/c(=C/c2ccc([N+](=O)[O-])cc2)c2cccc3cccc1c32 | 4.9% | -4.4%
CN1CCN(C(=O)C2CCCCC2C(=O)O)CC1 (centres undefined) | -7.5% | 2.5%
CCOC(=O)C1(P(=O)(c2ccc(Cl)cc2)c2ccc(Cl)cc2)CCC1 | x | 5.0%
O=C1C2CC=C(Cl)CC2C(=O)N1c1ncn[nH]1 (centres undefined) | -5.2% | 7.7%
O=C(N=Nc1c(O)n(CN2CCCC2)c2ccccc12)c1cccnc1 | 2.2% | 0.0%
CN(C(=O)C1CCOC1)c1nnc(C2CCOC2)s1 (centres undefined) | -19.0% | -0.5%
O=C1OC(Nc2ccc(Br)cn2)c2ccccc21 (centres undefined) | 0.4% | 1.2%
O=C(COc1ccccc1[N+](=O)[O-])Nc1ccc(Cl)cn1 | -4.6% | -1.9%
O=C(Nc1ccc2c(c1)OCO2)C(=O)Nc1ccc2c(c1)OCO2 | -0.7% | 1.9%
NC1=NC2(CCCCCC2)n2c(nc3ccccc32)N1 | x | 4.0%
CCOC(=O)C(NCc1ccccc1OC)(NC(=O)CC)C(F)(F)F (centres undefined) | x | 1.1%
O=c1oc2c(CN3CCOCC3)c(O)ccc2cc1-c1nc2ccccc2[nH]1 | 0.8% | 116.4%
O=C(O)c1cc(S(=O)(=O)NCC2CCCO2)ccc1Cl (centres undefined) | -8.7% | -3.0%

# (continued)
Molecule | Rat MKP-3 inhibitors | Hsp70 inhibitors
CCc1nnc(NC(=O)Cc2ccc(OCc3c(C)noc3C)cc2)s1 | -3.7% | -2.9%
CCS(=O)(=O)N1CCN(C(=O)c2cc(OC)cc(OC)c2)CC1 | 3.2% | 2.9%
Cc1oc(-c2ccccc2F)nc1CN1CCC(C(=O)NCCC2=CCCCC2)CC1 | 2.2% | -1.7%
O=C(CSCc1cnn(-c2ccccc2)c1-n1cccc1)NCc1ccc2c(c1)OCO2 | -8.6% | 2.9%
NC(=O)c1ccccc1N=Cc1cccc2ccccc12 | 3.7% | -3.4%
COc1ccc(-c2nc3cc(NC(=S)NC(=O)c4ccc(Cl)cc4)ccc3o2)cc1OC | 11.8% | -0.8%
CC(=O)c1sc(NC(=O)C2COc3ccccc3O2)nc1C (centres undefined) | -11.1% | -5.0%
CCOc1cccc2c1OC1(C)CC2NC(=O)N1c1ccc(OC)cc1 (centres undefined) | -0.4% | 0.6%
CC(C)CNC(=O)c1noc2c1CCCC2 | 0.2% | 3.7%
CCC(C(=O)Nc1sc2c(c1C(=O)OC)CCC(C)C2)c1ccccc1 (centres undefined) | -0.9% | 2.5%
Cc1cccc(C(=O)N2CCN(c3cc(C)c(C#N)c4nc5ccccc5n34)CC2)c1 | 1.8% | -10.5%
Cc1ccccc1/C=N/N=C1\NC(=O)C(Cc2cccc([N+](=O)[O-])c2)S1 (centres undefined) | 3.4% | 3.7%
O=C(NCCc1ccccc1)C(=O)NCc1ccc2c(c1)OCO2 | 4.7% | 1.0%
CCOC(=O)c1sc(=S)n(-c2cccc(OC)c2)c1N | 3.8% | -2.4%
Cc1n[nH]c(=O)nc1NCC1CCCO1 (centres undefined) | 1.2% | -0.6%
COC(=O)c1c(C)[nH]c(C(=O)C(C)Sc2nnc(-c3cc(OC)c(OC)c(OC)c3)o2)c1C (centres undefined) | -6.1% | 3.9%
Cc1ccc(SCCC(=O)NCC2CCCO2)cc1 (centres undefined) | -7.9% | -0.6%
CCOC(=O)/C(=N/O)C1=NC(C)(C)Cc2cc(OC)c(OC)cc21 | -0.1% | 0.7%
O=C(NCCN=C1NS(=O)(=O)c2ccccc21)c1ccncc1 | x | -1.0%
Cc1ccc(C(=O)Nc2ccc(Cl)cc2C)cc1 | -0.3% | -8.1%
Cc1cccc(C(=O)Nc2sc3c(c2C(=O)N(C)C)CCCCC3)c1 | 0.6% | -0.1%
O=C1OCCC1Sc1nc2cc(Cl)ccc2s1 (centres undefined) | -12.6% | -0.4%
CCCCNCCCOc1cccc(Cl)c1Cl | x | 1.2%
CC1CC(C)CN(Cc2nc(N)nc(Nc3ccccc3)n2)C1 (centres undefined) | x | -1.3%
CCOc1ccccc1N(CC(=O)NC(C)c1ccccc1)S(=O)(=O)c1ccccc1 (centres undefined) | -1.0% | 0.6%

# One compound at a time (already shown).
# CCCCN(CC)C(=O)Cc1c(C(=O)O)[nH]c2ccc(Cl)cc12 is entered as Rat MKP-3 inhibitors = 3.0%; Hsp70 inhibitors = 2.0%
# COc1ccc(NC(=O)CC2C(=O)N(c3ccc(OC)cc3)C(=O)N2C(C)C)cc1 (centres undefined) is entered as Rat MKP-3 inhibitors = x; Hsp70 inhibitors = 17.1%
# CCOC(=O)N1CCN(Cc2c(F)cccc2F)CC1 is entered as Rat MKP-3 inhibitors = x; Hsp70 inhibitors = -7.8%

# Arranged by heavy-atom count (smallest number first): 3 of the compounds above.
Molecule | Rat MKP-3 inhibitors | Hsp70 inhibitors
O=C1OCCC1Sc1nc2cc(Cl)ccc2s1 (centres undefined) | -12.6% | -0.4%
CC(=O)c1sc(NC(=O)C2COc3ccccc3O2)nc1C (centres undefined) | -11.1% | -5.0%
COC(=O)CCN(C(=O)C1C2CC3CC(C2)CC1C3)c1ccccn1 (centres undefined) | -7.0% | 0.5%

# As a short view, some entries already given:
Molecule | Rat MKP-3 inhibitors | Hsp70 inhibitors
CCS(=O)(=O)N1CCN(C(=O)c2cc(OC)cc(OC)c2)CC1 | 3.2% | 2.9%
Cc1oc(-c2ccccc2F)nc1CN1CCC(C(=O)NCCC2=CCCCC2)CC1 | 2.2% | -1.7%
O=C(CSCc1cnn(-c2ccccc2)c1-n1cccc1)NCc1ccc2c(c1)OCO2 | -8.6% | 2.9%
NC(=O)c1ccccc1N=Cc1cccc2ccccc12 | 3.7% | -3.4%
COc1ccc(-c2nc3cc(NC(=S)NC(=O)c4ccc(Cl)cc4)ccc3o2)cc1OC | 11.8% | -0.8%
CC(=O)c1sc(NC(=O)C2COc3ccccc3O2)nc1C (centres undefined) | -11.1% | -5.0%

# (cont.)
structure,Rat MKP-3 inhibitors,Hsp70 inhibitors
CC(C)(C)n1nc2c(c1NC(=O)c1cccs1)CS(=O)C2 (centres undefined),-4.8%,1.9%
Nc1nc(-c2cccnc2)nn1C(=O)COc1ccccc1,10.7%,-1.3%
CCN(c1ccc(NC(=O)CSc2nnc3nc(C)cc(C)n23)cc1)C(C)C,x,-0.2%
CC(Sc1nnc(Cc2cccs2)n1C1CCCCC1)C(=O)NCc1ccco1 (centres undefined),x,-0.7%
COc1ccccc1NC(=O)Cc1cccs1,-8.8%,2.7%
Cc1noc(NS(=O)(=O)c2ccc(N/C=C/C(=O)c3ccc4c(c3)OCO4)cc2)c1C,1.7%,6.0%
CCOC(=O)/N=C(/NC(=O)Nc1ccc(C(=O)OCC)cc1)OC,26.4%,1.1%
CCCC(OC(=O)CN1C(=O)COc2ccccc21)C(=O)NC1CCCC1 (centres undefined),0.4%,0.4%
O=C(CS(=O)(=O)Cc1ccccc1)Nc1ncccn1,-3.0%,0.4%
CCc1c(O)nc(SC2CC(=O)N(c3ccccc3)C2=O)[nH]c1=O (centres undefined),x,2.1%
CCCOc1ccc(CN(C)C)cc1CN(C)C,3.7%,3.1%
COCCN(C(=O)c1ccco1)c1nnc(-c2ccc(OC)c(OC)c2)s1,x,9.6%
Cc1c(C=O)cnn1CCC(=O)O,x,0.4%
CCN(CC)C(=O)CSc1nc2ccccc2c(=O)n1-c1ccccc1OC,-11.3%,-3.0%
COc1ccc(-n2c(=O)c3c4c(sc3n3cnnc23)CCCC4)cc1,1.9%,0.5%
Cc1ccc2nc(NC(=O)CSc3nc4ccccc4o3)sc2c1,x,-3.2%
COc1cc(NC(=O)c2cc3nc(-c4ccco4)cc(C(F)(F)F)n3n2)cc([N+](=O)[O-])c1,0.4%,4.4%
CCc1ccc(N2CC(C(=O)NCc3ccco3)CC2=O)cc1 (centres undefined),x,-1.8%
CN(C)c1nccc(NCc2ccccc2)c1C#N,2.4%,3.7%
O=C(N/N=C/c1ccc(-c2ccc(Cl)cc2)o1)c1ccccc1,-1.4%,3.3%
CC(NC(=O)CCN1CCOCC1)C1COc2ccccc2O1 (centres undefined),1.5%,-0.1%
COCCNS(=O)(=O)c1ccc(OCC(=O)OC)c(Cl)c1,-10.5%,2.2%
O=C1CSC(=NC2CCCCC2)N1,-5.3%,1.3%
Cc1sc(NC(=O)c2ccc(Br)o2)c(C(N)=O)c1C,-0.2%,8.1%
O=C(Cn1nc(C(F)(F)F)c2c1CCC2)Nc1ccccc1C(F)(F)F,x,-3.2%
Clc1ccc(-n2ncc3c(NCc4ccccn4)ncnc32)cc1,-8.9%,-0.3%
CCCCOc1ccc(C(CC(=O)NC)C(=O)O)cc1 (centres undefined),x,-0.6%
CCN(CC)S(=O)(=O)c1ccc2oc(SCC3CN=C(c4ccc(OC)cc4)S3)nc2c1 (centres undefined),-4.6%,-4.4%
Cc1onc(-c2c(Cl)cccc2Cl)c1C(=O)N1CCN(c2cccc(Cl)c2)CC1,0.8%,-0.8%
CCOC(=O)C(C)(C)C(=O)C(C)(C)C(O)c1ccccn1 (centres undefined),5.1%,10.1%
COc1cccc(C2C(C#N)=C(N)SC(N)=C2C#N)c1,3.1%,-100.2%
Cc1c(NC(=O)C(C)C)cccc1-c1nc2ncccc2o1,2.1%,-3.0%
COc1ccc(/C=C2\CCc3ccccc3C2=O)cc1Cn1nc(C)c(Br)c1C,x,-1.2%
Cc1ccc(C(=O)N2CCc3ccccc32)cc1,x,2.3%
COc1ccccc1/C=C1\SC(=S)N(C2CCS(=O)(=O)C2)C1=O (centres undefined),0.0%,-3.9%

# Source: PubChem BioAssay
